Screening data: PubChem BioAssay, Sanford-Burnham Center for Chemical Genomics
PfGluPho inh – PfG6PD (Plasmodium falciparum) enzyme inhibition. inhibition, % at 20 µM. 350,000 tested, 0.78% active. PfGluPho enzyme, NADPH resazurin-diaphorase fluorescence;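 active = inhibition reaching at least a set limit at 20 µM in the primary screen, cut at about 59% in these data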;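 note: 0% = DMSO wells with substrate and 100% = DMSO wells lacking glucose-6-phosphate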
SENP8 block-1 – inhibitors of human SENP8 protease; Q96LD8; recombinant SENP8, Nedd8 substrate fluorescence; inhibition, % at 20 µM; 360,000 tested, 0.64% active; AID 602440; in the data active = inhibition mostly above about 40%, no sharp cut-off; inactive = mostly below about 27%
Target sequence (Q96LD8 whole entry, looked up): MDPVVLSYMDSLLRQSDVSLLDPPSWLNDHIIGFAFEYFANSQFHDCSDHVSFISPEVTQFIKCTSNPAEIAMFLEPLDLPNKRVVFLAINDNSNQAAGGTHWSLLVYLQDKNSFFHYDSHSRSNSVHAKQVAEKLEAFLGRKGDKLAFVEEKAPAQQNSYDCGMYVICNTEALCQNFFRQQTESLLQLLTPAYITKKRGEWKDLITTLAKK
MIN6 prolif – inducers of beta-cell replication in MIN6 cells; MIN6 cells proliferation, ATPlite luminescence, 48 h; cells starved in 0.2% serum; 100% = growth in 10% serum; proliferation, % at 10 µM; 330,000 tested, 0.29% active;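 active = compounds whose signal lies at least 3.5 SD above the mean of all wells on their plate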;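 note: 0% = DMSO-treated cells in low-serum medium and 100% = 10% serum control; some compounds called inactive have numbers as strong as hits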
SENP7 block – SENP7 protease inhibition; recombinant SENP7, Z-RLRGG-aminoluciferin luminescence, 40 min; inhibition, % at 5 µM; 330,000 tested, 1.5% active; AID 434973;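 active = inhibition above about 50% at the single test dose, limit read from the data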;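 note: plate controls were DMSO with enzyme for no effect and no enzyme buffer wells for full effect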
Target sequence (Q9BQF6 706-1050 limits assumed): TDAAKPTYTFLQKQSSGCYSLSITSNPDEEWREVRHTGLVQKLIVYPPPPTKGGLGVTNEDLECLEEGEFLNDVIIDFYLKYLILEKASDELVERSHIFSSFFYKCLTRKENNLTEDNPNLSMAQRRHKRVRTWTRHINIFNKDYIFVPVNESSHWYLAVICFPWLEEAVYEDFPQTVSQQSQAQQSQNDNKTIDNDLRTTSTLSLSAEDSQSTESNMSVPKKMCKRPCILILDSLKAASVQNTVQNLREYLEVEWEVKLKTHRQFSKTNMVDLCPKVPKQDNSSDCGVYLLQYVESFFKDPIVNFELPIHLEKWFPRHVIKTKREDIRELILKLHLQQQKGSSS
SENP8 block-2 – inhibitors of human SENP8 protease | purified SENP8, Z-RLRGG-aminoluciferin cleavage, luminescence | inhibition, % at 10 µM | 330,000 tested, 1.2% active | AID 2540; in the data active = inhibition above about 50%
SENP1 FRET inh – SENP1 (human) catalytic domain inhibition; 360,000 tested, 0.21% active; inhibition, % at 10 µM; recombinant SENP1 catalytic domain, CyPet-SUMO1-YPet FRET cleavage; AID 624204; Q9P0U3;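 active = inhibition at least 30% at 10 µM, raw YFP signal under a set limit, fluorescence ratio 0.5 to 1.5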;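 note: 0% = enzyme with DMSO and 100% = no enzyme wells; some results filed as inactive read as strong as hits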
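material = recombinant human SENP1 catalytic domain, His6-tagged | quantity = 20 pM enzyme | reagent = 25 nM SUMO1 FRET substrate | compound dosing = 10 µM single point, 0.5% DMSO | timing = 50 min enzyme reaction, room temperature, light-protected | detection = FRET, CFP and YFP emission | control set = no-enzyme low, enzyme-DMSO high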
UBC13 inh – inhibitors of human UBC13 polyubiquitin chain formation; P61088; TR-FRET; 330,000 tested, 0.47% active; inhibition, % at 20 µM; in the data active = inhibition above about 45%, passing the limit was not always enough; inconclusive = no clear call, values can overlap the other calls
SENP6 block – inhibitors of human SENP6 protease. Q9GZR1. Recombinant SENP6 catalytic domain, aminoluciferin luminescence. inhibition, % at 10 µM. 330,000 tested, 1.8% active. AID 2599;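 active = inhibition above about 50% at the single tested dose, limit read from the data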;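 note: plate controls were DMSO wells with enzyme for no effect and DMSO wells lacking enzyme for full effect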
Target sequence (Q9GZR1 628-1112 limits assumed): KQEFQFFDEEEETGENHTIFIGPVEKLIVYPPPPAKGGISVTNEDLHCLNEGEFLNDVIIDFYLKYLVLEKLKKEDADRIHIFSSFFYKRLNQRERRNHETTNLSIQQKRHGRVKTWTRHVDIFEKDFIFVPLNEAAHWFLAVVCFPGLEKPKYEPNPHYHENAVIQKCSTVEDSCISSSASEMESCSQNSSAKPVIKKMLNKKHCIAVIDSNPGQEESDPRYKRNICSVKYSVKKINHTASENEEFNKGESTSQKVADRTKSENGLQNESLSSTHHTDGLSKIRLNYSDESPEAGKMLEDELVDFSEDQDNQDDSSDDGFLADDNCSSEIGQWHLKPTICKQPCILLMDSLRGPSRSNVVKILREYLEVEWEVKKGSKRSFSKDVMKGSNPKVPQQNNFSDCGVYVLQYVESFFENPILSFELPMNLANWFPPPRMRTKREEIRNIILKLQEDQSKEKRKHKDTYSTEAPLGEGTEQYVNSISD
HKDC1 inhibitor – HKDC1 (human) hexokinase inhibition. Q2TB90. recombinant HKDC1, G6PDH/diaphorase resazurin coupled fluorescence. inhibition, % at 20 µM. 340,000 tested, 0.16% active. AID 493160;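 active = inhibition above about 35% when tested at 20 µM, limit read from the data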;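 note: plate controls were DMSO wells with enzyme for no effect and DMSO wells lacking enzyme for full effect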
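Assay system: recombinant HKDC1 hexokinase; detection: coupled resazurin fluorescence, excitation 525 nm, emission 613 nm; benchmarks: DMSO-plus-enzyme-mix negative control, buffer-substituted positive control; compound dosing: single 20 µM dose; schedule: 90 min at room temperature in dark; also added: glucose plus 1 mM ATP as hexokinase substrates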
An asterisk follows results filed as active; ? = inconclusive; / = no result given.

| Compound | PfGluPho inh | SENP8 block-1 | MIN6 prolif | SENP7 block | SENP8 block-2 | SENP1 FRET inh | UBC13 inh | SENP6 block | HKDC1 inhibitor |
| --- | --- | --- | --- | --- | --- | --- | --- | --- | --- |
| CCCC(=O)Nc1ccc2c(c1)nc1n2CCN(C2CCCCC2)C1 | 7 | -453 | -5 | -3 | -4 | -37 | -3 | 12 | 10 |
| COc1cc(C2NC(=O)NC(C)=C2C(=O)OCc2ccc(C)cc2)cc(OC)c1O (stereo not given) | -2 | 20 | 3 | -11 | -7 | 0 | -6 | -16 | 15 |
| N#Cc1c(Cl)nc(N/N=C/c2ccccc2)c(Cl)c1Cl | -2 | 16 | -3 | -3 | -6 | 0 | -10 | -17 | 9 |
| Cc1ccc(C2(C)NC(=O)N(CC(=O)Nc3cc(S(=O)(=O)N(C)C)ccc3C)C2=O)cc1 (stereo not given) | -25 | 8 | -1 | -3 | -7 | -1 | -4 | -10 | -2 |
| Cc1nc(SCC(=O)N2CCC(C(N)=O)CC2)n[nH]1 | -11 | 27 | 3 | -12 | 2 | 1 | -1 | -10 | -4 |
| O=C(CSc1nc2ccccc2s1)Nc1ncccn1 | 25 | -9 | 0 | -2 | -8 | -44 | 4 | -18 | 1 |
| COc1ccc(S(=O)(=O)N2CCOCC2)cc1NC(=O)CNC(=O)c1cccs1 | 9 | -3 | -2 | 10 | -1 | 0 | 11 | -13 | -6 |
| O=[N+]([O-])c1ccc(C2=Nc3cc(Cl)ccc3OC2)cc1 | 24 | -5 | 2 | -8 | -10 | 15 | ? | -1 | 3 |
| O=c1cc(O)c2sc3nc(C(F)(F)F)c4c(c3c2[nH]1)CCCCC4 | -30 | -188 | -4 | -1 | 10 | -2 | -8 | -3 | -1 |
| Cn1ncc(Cl)c1C(=O)NCc1ccc2c(c1)OCO2 | 1 | 4 | -1 | 8 | -12 | 1 | 4 | -16 | -5 |
| CCOc1ccccc1NC1c2ccccc2C(=O)N1c1ccc(C)cn1 (stereo not given) | 18 | 18 | -2 | 2 | 2 | 4 | -3 | 3 | -1 |
| O=C(Nc1ccc(F)cc1)C1CCN(S(=O)(=O)c2cccc3nonc23)CC1 | 0 | 9 | 0 | 2 | 6 | 10 | 5 | 0 | -1 |
| CCN(CC)CCNC(=O)c1cn(CC)c2ccc(S(=O)(=O)N3CCOCC3)cc2c1=O | -12 | 12 | -2 | 6 | 3 | -1 | -14 | -10 | -6 |
| CCOc1ccccc1N1CCN(CC(=O)N(CC(C)C)c2c(N)n(CC(C)C)c(=O)[nH]c2=O)CC1 | 1 | -16 | 0 | 4 | -2 | -9 | 3 | -4 | -2 |
| CCOc1ccc(Nc2nc(-c3cccnc3)cs2)cc1 | -8 | -1 | -1 | 70* | 18 | -1 | -2 | 20 | 1 |
| Cc1ccc(NC(=O)C(=O)NC(C)C2COc3ccccc3O2)cc1 (stereo not given) | -3 | 30 | -3 | -9 | -10 | 1 | 0 | -25 | -6 |
| CN(Cc1ccccc1)C(=O)c1cccc(NC(=O)Cc2cccc(NC(=O)C3CCN(C(=O)C4CC4)CC3)c2)c1 | -30 | 14 | / | / | / | 2 | / | / | -4 |
| O=C(C=Cc1cccc(Cl)c1)c1ccccc1 | 22 | 6 | / | / | / | 2 | / | / | 24 |
| COc1cc(C(=O)N2CCC(NC(=O)C(Cc3ccc(C)cc3)NC(C)=O)CC2)cc(OC)c1OC (stereo not given) | -3 | 15 | 0 | 2 | -8 | -2 | -13 | -1 | -8 |
| COc1cc(CO)c(Br)cc1OCC(=O)Nc1ccccc1C | 11 | 8 | -2 | 4 | 5 | 1 | -1 | -3 | -6 |
| CC(=O)N1N=C(c2cccc([N+](=O)[O-])c2)OC1(C)CC(=O)Nc1ccccc1 (stereo not given) | -3 | 32 | 0 | 0 | 7 | 1 | 6 | 17 | -2 |
| N#CCCN(C(=O)COC(=O)c1ccc(S(=O)(=O)Nc2ccccc2)cc1)c1ccccc1 | 7 | 10 | 1 | 17 | 14 | -1 | 6 | 8 | 1 |
| O=C1Nc2c(Br)cc(Br)cc2C1(O)N1CCOCC1 (stereo not given) | -1 | 60* | -4 | -2 | -7 | -5 | -3 | 3 | 19 |
| Cc1ccc(S(=O)(=O)N2CCN(C(=O)COC(=O)CNC(=O)c3ccc(C(C)(C)C)cc3)CC2)c(C)c1 | -16 | 12 | -4 | 7 | -5 | 2 | 15 | -7 | 4 |
| CC1Cc2nc(SCC(=O)NCC3CCCO3)n(Cc3ccccc3)c(=O)c2S1 (stereo not given) | -1 | 4 | -1 | -7 | -6 | 0 | -4 | 7 | -4 |
| Cc1ccc(-c2c[n+](CC(=O)Nc3ccc(C)cc3C)c3n2CCC3)cc1 | -6 | 24 | -1 | -10 | -1 | 1 | 12 | -6 | -4 |
| CCOc1cc(N)c(Cl)cc1C(=O)NCC1CN(Cc2ccc(F)cc2)CCO1 (stereo not given) | 4 | 10 | -3 | -8 | -11 | -1 | 6 | -6 | 0 |
| O=C(OC(C(=O)NC1CCCCC1)c1ccccc1)c1ccco1 (stereo not given) | -5 | 27 | 0 | 1 | -4 | 3 | -26 | -22 | -7 |
| Cc1c(C(=O)Nc2ccc3c(c2)OCO3)sc2ncn(CC(=O)N3CC(C)CC(C)C3)c(=O)c12 (stereo not given) | -7 | 18 | -6 | -9 | 8 | 1 | -7 | -2 | 2 |
| CCC(C)NC(=O)CSc1ccc(S(=O)(=O)N(C)C2CCCCC2)cn1 (stereo not given) | 4 | 3 | 0 | -7 | 2 | 2 | 13 | -13 | 1 |
| COc1ccc(C(=O)Nc2cccc(-c3ccc(N4CCOCC4)nn3)c2)cc1OC | 2 | -19 | -6 | 27 | 7 | 2 | 9 | 30 | -1 |
| COc1ccc(S(=O)(=O)NCC2CCCO2)cc1C(=O)O (stereo not given) | -13 | 9 | 0 | 0 | 4 | 1 | -2 | 4 | 0 |
| CCc1ccc(/C(C)=N/NC(=O)c2ccc(-n3cnnn3)cc2)cc1 | 1 | -20 | 2 | -4 | 5 | 2 | -4 | 1 | -4 |
| CN1CCC(NC(=O)c2cccs2)CC1 | 10 | 15 | 0 | -7 | -16 | 3 | -2 | -2 | -6 |
| Cc1ccccc1C(=O)N[C@H](C(=O)Nc1ccc(Cl)c(Cl)c1)C(C)C | 14 | 19 | -1 | 13 | 2 | 0 | -8 | -6 | -13 |
| CCCC(=O)c1cc2cc(Cl)ccc2oc1=O | 12 | 11 | -1 | 6 | -3 | 2 | 5 | 13 | 0 |
| COc1ccc(CNC(=O)CSc2nc3nc(C)cc(C)n3n2)cc1 | -15 | 8 | -2 | -3 | -7 | 4 | -7 | -3 | 0 |
| CCn1c(=O)n(CC)c2cc(NC(=O)C(C)c3ccccc3)c(Br)cc21 (stereo not given) | -6 | 8 | 1 | 1 | -7 | -1 | 1 | -3 | -6 |
| CC1CC(C)CN(S(=O)(=O)c2ccc(F)c(C(=O)Nc3ccc(Cl)cc3F)c2)C1 (stereo not given) | 0 | 25 | -2 | 9 | -2 | 2 | 2 | -15 | 11 |
| Cn1c(=O)c2nc(Cl)c(-c3ccccc3)nc2n(C)c1=O | 17 | -331 | -1 | 3 | 1 | -8 | 4 | -15 | -8 |
| Cc1ccc(S(=O)(=O)N2CCC(C(=O)OC(C)C(=O)N(C)c3ccccc3)CC2)cc1C (stereo not given) | 0 | 0 | -5 | -1 | 5 | 1 | -5 | 11 | -4 |
| CCC(C)c1c(O)nc(SCC(=O)N2CCOCC2)[nH]c1=O (stereo not given) | -20 | 8 | 0 | -8 | -7 | 2 | -4 | -18 | -6 |
| Cc1ccccc1-c1nc2ccccc2o1 | -4 | 12 | -1 | -2 | -1 | 1 | -4 | 15 | -9 |
| CCOc1ccc(CSCCNC(=S)Nc2ccccc2)cc1 | -3 | 18 | 0 | 3 | -12 | -1 | 12 | 3 | -3 |
| CN(Cc1ccccc1)C(=O)c1cc(=O)[nH]c2ccccc12 | 1 | -126 | 1 | 0 | 2 | 0 | 1 | -8 | -7 |
| Cc1ccc(NC(=O)c2scc3c2CCCC3)cc1 | 4 | 8 | -3 | 85* | 2 | 0 | -3 | 91* | -7 |
| CCCCN(CC)CCNC(=O)c1cc2c(=O)[nH]c3ccccc3c2n1C | -2 | -131 | 1 | -2 | -3 | 1 | 12 | 8 | 0 |
| COc1cc(NC(=O)CCCSc2nc(-c3ccco3)cc(C(F)(F)F)n2)cc(OC)c1OC | 13 | 11 | -4 | 7 | -5 | -5 | -1 | -4 | 9 |
| CCOc1ccc(N2C(=O)CC(N3CCc4ccccc43)C2=O)cc1 (stereo not given) | 1 | 27 | -2 | 3 | 4 | 0 | 0 | -1 | -2 |
| CCN(c1ccccc1)S(=O)(=O)c1ccc2c(c1)C(C)(C)C(=O)N2C | 8 | -5 | -1 | 4 | 8 | -1 | 4 | -19 | -4 |

SENP6 block, entries above that show a hit
Compound	PfGluPho inh	SENP7 block	SENP8 block-2	SENP1 FRET inh	UBC13 inh	SENP6 block	HKDC1 inhibitor
Cc1ccc(NC(=O)c2scc3c2CCCC3)cc1	4	85*	2	0	-3	91*	-7

Continuation:
| Compound | PfGluPho inh | SENP8 block-1 | MIN6 prolif | SENP7 block | SENP8 block-2 | SENP1 FRET inh | UBC13 inh | SENP6 block | HKDC1 inhibitor |
| --- | --- | --- | --- | --- | --- | --- | --- | --- | --- |
| NC1(C(=O)O)CCCCC1c1ccccc1 (stereo not given) | -1 | -4 | / | / | / | 4 | / | / | -5 |
| COc1cccc(CC(=O)OC(C)C(=O)Nc2ccc(N3CCOCC3)cc2)c1 (stereo not given) | 1 | 8 | 0 | 1 | -5 | 1 | 4 | -4 | -3 |
| Cc1ccc2c(c1)N(CC(=O)N(Cc1ccc3c(c1)OCO3)CC1CCCO1)C(=O)C(C)O2 (stereo not given) | 12 | 20 | 2 | 10 | 6 | -1 | 0 | -3 | -3 |
| O=C(Nc1ccc(CN2CCOCC2)cc1)c1ccc(Br)o1 | -12 | 21 | -2 | 4 | -4 | 2 | 0 | -8 | -3 |
| CCCCC(C(=O)NC(C)c1ccccc1)C(=O)NC(C)c1ccccc1 (stereo not given) | 3 | 8 | -2 | -8 | 4 | 4 | 4 | -22 | -1 |
| COc1ccc(-n2c(C)cc(C(=O)NC3CCCCC3)c2C)cc1 | 71* | 13 | -3 | 4 | 4 | -1 | 8 | -14 | -5 |
| O=C(Nc1ccc(S(=O)(=O)N2CCc3ccccc32)cc1)c1ccc2c(c1)OCO2 | 18 | 8 | -5 | -5 | 0 | 0 | 9 | -1 | -3 |
| CCN(c1ccccc1)S(=O)(=O)c1ccc(OC)c(NC(=O)C2CCC2)c1 | -6 | -1 | 0 | 1 | 4 | -1 | 20 | 4 | 2 |
| CCOC(=O)NC(=O)COC(=O)CNC(=O)c1cccc(OC)c1 | -2 | 18 | -4 | 7 | 0 | 2 | -7 | 6 | -2 |
| CCOC(=O)c1[nH]c(C)c(C(=O)NC2CCCC2)c1C | 1 | 13 | 0 | -18 | -10 | -2 | 5 | -16 | 4 |
| CCCC(=O)Nc1ccc(S(=O)(=O)Nc2cc(C)nc(C)n2)cc1 | 14 | 16 | 0 | -3 | -2 | 0 | -9 | -14 | 0 |

A few values from above:
SENP1 FRET inh, COc1ccc(CNC(=O)CSc2nc3nc(C)cc(C)n3n2)cc1 → 4
SENP6 block, CCOc1ccccc1NC1c2ccccc2C(=O)N1c1ccc(C)cn1 (stereo not given) → 3
HKDC1 inhibitor, CCC(C)c1c(O)nc(SCC(=O)N2CCOCC2)[nH]c1=O (stereo not given) → -6
